MOR-DOR inv ag: inverse agonists of human mu-delta opioid receptor heterodimerization; inhibition, % at 9.3 µM; P35372+P41143; actives 0.21% (n = 340,000); cell-based MOR-DOR heterodimer luminescence, inverse agonism; in the data active = inhibition above about 22%, passing the limit was not always enough;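 note: 0% = cells with DMSO and 100% = wells without cells with DMSO; values of inactives mirror those of a sister screen read the other way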
Pemphigus Ab inh: inhibitors of pemphigus antibody binding to human desmoglein-3. P32926. DSG3-coupled beads, scFv-anti-DSG3-GFP binding, flow cytometry; active compounds read low. binding (percent of control), % at 10 µM. actives 0.48% (n = 310,000);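 active = binding more than 3 SD below its plate's average and above zero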;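 note: hits lower antibody fragment binding to DSG3; some compounds called inactive have numbers as strong as hits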
Target sequence (P32926 whole entry, looked up, the tested form may be a part): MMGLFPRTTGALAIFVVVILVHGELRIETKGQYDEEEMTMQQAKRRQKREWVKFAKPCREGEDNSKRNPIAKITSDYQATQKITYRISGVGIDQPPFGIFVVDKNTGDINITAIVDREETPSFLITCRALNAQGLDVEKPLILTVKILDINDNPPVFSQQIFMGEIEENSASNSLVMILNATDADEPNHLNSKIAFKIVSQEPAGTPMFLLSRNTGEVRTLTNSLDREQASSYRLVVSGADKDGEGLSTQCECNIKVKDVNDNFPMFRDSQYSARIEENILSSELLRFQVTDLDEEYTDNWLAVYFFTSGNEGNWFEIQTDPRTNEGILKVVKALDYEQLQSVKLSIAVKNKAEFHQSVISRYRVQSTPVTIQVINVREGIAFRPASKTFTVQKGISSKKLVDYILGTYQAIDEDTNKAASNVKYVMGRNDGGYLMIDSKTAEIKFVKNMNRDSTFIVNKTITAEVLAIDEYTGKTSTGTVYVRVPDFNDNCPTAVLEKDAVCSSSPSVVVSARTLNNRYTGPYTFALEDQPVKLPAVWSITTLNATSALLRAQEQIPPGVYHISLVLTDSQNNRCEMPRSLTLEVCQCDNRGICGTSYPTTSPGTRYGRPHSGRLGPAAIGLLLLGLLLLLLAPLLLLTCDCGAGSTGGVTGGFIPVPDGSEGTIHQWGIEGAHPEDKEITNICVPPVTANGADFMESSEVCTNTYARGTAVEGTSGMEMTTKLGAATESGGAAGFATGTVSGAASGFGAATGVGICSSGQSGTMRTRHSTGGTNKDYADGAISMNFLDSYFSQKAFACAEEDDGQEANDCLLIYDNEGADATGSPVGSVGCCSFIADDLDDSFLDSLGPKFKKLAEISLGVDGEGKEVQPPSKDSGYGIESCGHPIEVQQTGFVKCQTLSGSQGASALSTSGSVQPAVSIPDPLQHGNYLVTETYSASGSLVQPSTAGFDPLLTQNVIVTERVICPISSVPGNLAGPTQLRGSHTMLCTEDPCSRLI
phage Ecoli inh: E. coli growth loss with phage present | growth absorbance | inhibition, % at 11.9 µM | actives 0.26% (n = 360,000); in the data active = inhibition above about 11%
Ecoli viability: reduces bacterial viability in AddAB counter-screen; E. coli V3065 growth, OD600 absorbance, 18 h; inhibition, % at 11.9 µM; actives 0.27% (n = 330,000); AID 449728;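 active = inhibition above the campaign's mean inhibition across all tested compounds plus 3 SD, cut at about 9.9% in these data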;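 note: uninfected addAB+ strain grown without phage in ampicillin broth; 0% = DMSO wells and 100% = ciprofloxacin 0.95 µg/ml wells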
AddAB inh: less growth of phage-infected E. coli with AddAB | E. coli expressing H. pylori AddAB, absorbance growth | inhibition, % at 11.9 µM | actives 0.29% (n = 330,000); in the data active = inhibition above about 12%;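 note: 0% = vehicle wells of infected cells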
SUMO Mot1 rescue: SUMOylation pathway inhibition by Mot1-301 growth rescue; S. cerevisiae Mot1-301 growth rescue, ATP luminescence, 38.5C; percent above DMSO median, 100 means doubled; growth rescue, % at 18.8 µM; actives 1% (n = 320,000); AID 2716;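 active = every valid replicate shows activation above 250% relative to neutral control wells; inactive = the rest, any valid replicate at or below 250%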;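 note: OY570 slx delta 5 strain wells were the positive control but not used for scaling; some compounds called inactive have numbers as strong as hits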
Tat export inh: inhibitors of E. coli Tat protein transport | E. coli MC4100 TorA-mCherry Tat export, fluorescence | inhibition, % at 10 µM | actives 0.036% (n = 340,000);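 active = mean replicate inhibition at least 50% and at least half of replicates individually reaching 50%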;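 note: exported cargo escapes ClpAP degradation while cytoplasmic cargo is degraded and loses fluorescence; 0% = median of neutral control wells and 100% = median of NaSCN control wells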
Arr AP2 block: blocks beta-arrestin peptide binding to AP2 adaptin; FITC-arrestin peptide / GST-AP2 beads, flow cytometry; AP2 beta2 appendage carries R879A mutation; inhibition, % at 10 µM; actives 0.31% (n = 340,000); AID 504490;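 active = inhibition above a set limit, near 3 SD of compounds lacking own fluorescence, cut at about 54% in these data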;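 note: plate controls were DMSO wells for no effect and 5 µM unlabelled arrestin peptide for full effect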
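Material – AP2 appendage R879A on GSH beads · Buffer or medium – PBS with 0.05% Tween 20 and 0.1% BSA · Probe or stimulus – fluorescein-tagged arrestin peptide at 50 nM final · Incubation – compound with beads 12 min RT, then probe 1 h RT · Detection – high-throughput flow cytometry of beads, ex 488, em 535 nm · Evaluation – percent response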
PfHsp90 set2: inhibits growth of yeast expressing Plasmodium falciparum Hsp90 | actives 0.32% (n = 310,000) | S. cerevisiae expressing PfHsp90, BacTiter-Glo ATP, 48 h; yeast lacking PDR1 and PDR3 efflux regulators | inhibition, % at 9.4 µM;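 active = every replicate shows inhibition above about 80%, whatever the replicate mean, limit read from the data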;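 note: 0% = DMSO neutral controls and 100% = 20 µM radicicol positive controls; yeast relying on Plasmodium falciparum Hsp90 in place of its own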
OPRM1-OPRD1 ag: agonists of human mu-delta opioid receptor heterodimerization. P35372+P41143. cells, OPRM1-OPRD1 heterodimerization, luminescence. activation, % at 9.3 µM. actives 0.3% (n = 340,000); in the data active = activation above about 18%;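 note: 0% = vehicle-treated cells and 100% = reference agonist; values of inactives mirror those of a sister screen read the other way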
PKA-R1A activ: PKA-R1A complex activation; PKA-R1A dissociation, Cy5-IP20 fluorescence polarization; scaled: DMSO 0%, 113 µM cGMP 100%; P00514+P68181; activation, % at 11.4 µM; actives 0.083% (n = 340,000); AID 504707;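 active = percent activation above the mean of all tested compounds plus 3 SD, cut at about 19% in these data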;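 note: higher means more PKAc released from R1A so a rise in polarization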
Starred values were filed as active, the others as inactive; . = not tested or not shown.

entry	Compound	MOR-DOR inv ag	Pemphigus Ab inh	phage Ecoli inh	Ecoli viability	AddAB inh	SUMO Mot1 rescue
1	CCO[C@@H]1OC(C(=O)O)=C[C@H](c2ccc3c(c2)OCO3)[C@H]1CCCO	12	104	2.4	-0.7	1.1	-6
2	Cc1cc(C)c(C#N)c(Nc2cccc(C)c2C)n1	-4	107	-1.4	1.5	2.4	16
3	CCCCNC(=O)CSc1nc2cc(OC)c(OC)cc2c(=O)n1Cc1ccc(OC)cc1	12	94	2.3	-1.2	-0.4	-3
4	CCC(C(=O)Nc1ccccc1F)n1nc(C)c2c(C)n(-c3ccccc3)nc2c1=O (centres undefined)	4	116	1.1	-0.4	1.8	-20
5	Cc1[nH]c(=O)[nH]c(=O)c1S(=O)(=O)N1CCN(c2ccccc2)CC1	11	98	1.4	1.9	4.0	-5
6	COc1ccccc1NC(=O)C(Cc1ccc(Cl)cc1)c1nn[nH]n1 (centres undefined)	10	104	0.6	1.2	-0.9	-17
7	c1ccc(SCCN2CCN(c3ccccc3)CC2)cc1	-22	88	0.6	2.4	0.2	57
8	O=C(Nc1cccc2ccccc12)c1ccc([N+](=O)[O-])o1	-36	100	3.1	7.9	4.9	-27
9	O=S(=O)(NCCc1ccccc1)c1ccc(S(=O)(=O)N2CCCCC2)cc1	-43	77	1.7	4.0	3.5	-30
10	Nc1c(C(=O)NCCN2CCOCC2)c2nc3ccccc3nc2n1-c1ccccc1	6	103	-1.2	-0.7	-2.1	-3

entry	Tat export inh	Arr AP2 block	PfHsp90 set2	OPRM1-OPRD1 ag	PKA-R1A activ
1	-3	4	12	-2.1	-5
2	-17	0	12	0.9	-5
3	-5	7	16	-2.3	-9
4	-1	11	-48	-0.8	5
5	2	-9	-23	-2.0	0
6	-6	2	-21	-2.1	10
7	6	4	7	3.9	-6
8	-13	-3	-18	7.5	-14
9	-10	7	-6	7.8	7
10	-4	2	27	-1.0	-3

The list continues:
entry	Compound	MOR-DOR inv ag	Pemphigus Ab inh	phage Ecoli inh	Ecoli viability	AddAB inh	SUMO Mot1 rescue
11	O=C(Cc1cccs1)NNC(=S)NCc1ccc(Cl)cc1	8	101	2.0	0.4	2.7	-20
12	CCOC(=O)C1CCN(c2ncnc3c2c(-c2ccccc2)cn3-c2ccccc2)CC1	-19	117	-2.5	-0.8	0.3	-17
13	COc1ccc(C2c3c(ncn(CCCO)c3=N)Oc3ccc4ccccc4c32)cc1OC (centres undefined)	.	110	2.4	-5.4	-3.1	40
14	O=C(Nc1ccc(N2CCN(C(=O)c3ccco3)CC2)cc1)c1cccnc1Cl	14	103	2.8	-0.4	1.4	442
15	CN1CCN(C(=O)/C(=C/c2cccnc2)NC(=O)c2cccc(Br)c2)CC1	6	109	-1.3	1.6	-2.0	17
16	O=C(Oc1ccccc1)c1ccc(-n2cnnn2)cc1	-11	101	-0.8	0.6	0.0	-4
17	CCn1c(C)nnc1SCC(=O)NC1CCCC1	12	112	1.6	-4.8	-3.1	11
18	CCc1nc(SCC(=O)N2CCc3cc(OC)c(OC)cc3C2)c(C#N)cc1C	6	97	1.3	0.8	-0.7	47
19	Cc1cc(NC(=O)CCC(=O)N(CCC(C)C)CC(=O)NCC2CCCO2)no1 (centres undefined)	-13	111	3.5	-2.5	-1.2	-5
20	CCOc1ccccc1-c1n[nH]c(=S)o1	10	124	-0.3	-0.1	2.0	-5

entry	Tat export inh	Arr AP2 block	PfHsp90 set2	OPRM1-OPRD1 ag	PKA-R1A activ
11	7	18	-8	-1.6	6
12	0	-27	.	4.0	-13
13	.	37	.	.	.
14	-3	-1	11	-2.8	0
15	-4	12	1	-1.1	-11
16	9	-3	4	2.1	10
17	-4	-6	-23	-2.2	2
18	-3	14	11	-1.1	-18
19	-14	6	-20	2.3	4
20	-4	14	.	-1.8	-7

Next part:
entry	Compound	MOR-DOR inv ag	Pemphigus Ab inh	phage Ecoli inh	Ecoli viability	AddAB inh	SUMO Mot1 rescue
21	COc1ccccc1OCC(=O)NCCCn1ccnc1	1	109	3.7	0.8	1.5	-4
22	CCN(CC)C(=O)CN(c1cccc([N+](=O)[O-])c1)S(=O)(=O)c1ccccc1	1	95	1.4	-0.4	1.3	1
23	Cc1ccc2c(c1C)OC(=O)CC2(C)C	8	116	3.3	3.2	0.2	5
24	Cc1ccc(C(=O)N2CCN(S(=O)(=O)N3CCOCC3)CC2)cc1	0	105	4.3	-0.7	5.2	3
25	COc1ccc2nc(N3CCCC(C(=O)NCCCN4CCN(C)CC4)C3)sc2c1 (centres undefined)	16	108	2.0	1.2	1.8	-16
26	Cc1cccc(Oc2ncccc2[N+](=O)[O-])c1C	9	124	2.2	.	.	.
27	N#Cc1c(Cn2cncn2)nc(=O)n(-c2ccccc2)c1N	15	101	5.2	-1.5	1.1	4
28	C=CCn1c(SCc2ccc(OC)cc2)nnc1-c1cccnc1	23	99	0.9	-0.9	6.6	-2
29	CC(=O)Nc1ccc(NC(=O)C(C)OC(=O)C(C)SCC(=O)Nc2ccc(C)cc2)cc1 (centres undefined)	19	113	1.2	0.3	1.6	-13
30	CC(/C=N/NC(=O)c1ccc(CN2c3cccc4cccc(c34)S2(=O)=O)cc1)c1ccccc1 (centres undefined)	-10	.	2.4	2.4	4.4	1

entry	Tat export inh	Arr AP2 block	PfHsp90 set2	OPRM1-OPRD1 ag	PKA-R1A activ
21	1	0	9	-0.1	-3
22	-1	-16	18	-0.2	-12
23	-3	18	10	-1.4	12
24	4	11	1	0.1	-1
25	-8	-1	.	-2.7	5
26	-3	-5	-8	-1.8	-9
27	2	26	5	-3.2	5
28	0	4	0	-5.3	-4
29	-6	-2	.	-3.7	-11
30	-6	-2	-24	2.0	-2

Remaining list, next part.
entry	Compound	MOR-DOR inv ag	Pemphigus Ab inh	phage Ecoli inh	Ecoli viability	AddAB inh	SUMO Mot1 rescue
31	CCCc1cc(=O)[nH]c(SCC(=O)Nc2cc3c(cc2C(C)=O)OCO3)n1	-7	106	0.4	1.6	-0.4	-5
32	O=C(CSc1nnc(SCc2ccccc2)s1)NNC(=S)Nc1ccccc1	7	102	2.0	-0.2	0.1	.
33	COc1cc(C(=O)N/C(=C\c2cn(C)c3ccccc23)C(=O)NCCCn2ccnc2)cc(OC)c1OC	18	.	-0.5	1.5	3.0	-7
34	CCCCCNC(=O)C(C#N)c1nc2ccccc2nc1N1CCCC1 (centres undefined)	8	128	.	-0.3	1.9	17
35	CN1CCN(c2ccc(CNS(=O)(=O)c3ccc(F)cc3Cl)cc2)CC1	7	104	2.5	0.7	1.5	2
36	Cc1cc(C(=O)N2CCN(C(=O)c3ccco3)CC2)ccc1[N+](=O)[O-]	3	107	2.9	-0.6	4.9	-7
37	Cc1nn(CC(=O)NCCc2ccc(Cl)cc2)c(C)c1[N+](=O)[O-]	-7	104	1.1	-2.5	-1.1	23
38	NC1=NC[C@H](c2ccccc2)N1CCc1cccc(F)c1	14	106	0.2	0.2	-0.2	8
39	C=CCN1C(c2cccc(C(F)(F)F)c2)=CS/C1=C(/C#N)c1nnc(N2CCOCC2)n1-c1ccccc1	-9	100	5.5	3.4	3.5	-6
40	CC1(C)C(c2ccccn2)=[N+]([O-])C(C)(C)N1O	11	100	0.8	1.4	-0.3	120

entry	Tat export inh	Arr AP2 block	PfHsp90 set2	OPRM1-OPRD1 ag	PKA-R1A activ
31	-3	18	14	1.2	8
32	2	-1	-4	-1.3	-4
33	-7	-10	-9	-3.4	-1
34	9	3	13	-1.4	3
35	5	8	-9	-1.4	-14
36	3	16	4	-0.6	-3
37	3	-1	-3	1.2	-1
38	4	.	-37	-2.4	0
39	12	11	-9	2.1	2
40	-4	-9	14	-1.9	-16

(cont.)
entry	Compound	MOR-DOR inv ag	Pemphigus Ab inh	phage Ecoli inh	Ecoli viability	AddAB inh	SUMO Mot1 rescue
41	CCn1c2ccccc2c2cc(/C=N/NC(=O)c3ccccc3)ccc21	-16	110	2.6	4.8	2.5	18
42	CN(C)C(=O)c1cnc(-c2ccccc2)nc1-c1ccccc1	18	110	0.9	-4.1	-0.7	4
43	COc1ccc(C(=O)N2CCN(CCc3ccccc3)CC2)cc1[N+](=O)[O-]	12	106	2.6	-0.8	2.5	-10
44	C(=N\N=C\c1ccncc1)/c1ccncc1	6	96	3.7	0.9	5.0	17
45	NC(CO)c1cn([C@@H](CCC(=O)O)C(=O)N2CCNCC2)nn1 (some centres undefined)	10	106	1.8	1.1	0.0	3
46	CCCNC(=O)c1cc(S(=O)(=O)N2CCCCC2)c[nH]1	10	102	.	-5.0	-1.3	-2
47	COc1ccc(C(=O)NNC(=O)CNC(=O)C2CCCCC2)cc1	7	103	1.0	-1.4	4.5	-21
48	COc1cccc(/C=N/Nc2ccc(Cl)nn2)c1	-9	99	0.6	1.3	2.7	14
49	COc1ccc(-n2c(C)nc3cc(C(=O)O)ccc32)cc1	13	89	0.5	0.4	1.0	387

entry	Tat export inh	Arr AP2 block	PfHsp90 set2	OPRM1-OPRD1 ag	PKA-R1A activ
41	0	-12	-2	2.7	1
42	-1	29	7	-3.8	9
43	21	-7	-12	-2.4	-2
44	-6	17	1	-1.1	0
45	3	2	-1	-1.6	12
46	-2	18	5	-1.9	-5
47	14	0	.	-1.4	-11
48	-2	-7	19	2.0	-3
49	1	3	3	-2.4	-6

Seven entries already listed, ordered by count of non-hydrogen atoms, low to high:
entry	Compound	MOR-DOR inv ag	Pemphigus Ab inh	phage Ecoli inh	Ecoli viability	AddAB inh	SUMO Mot1 rescue
48	COc1cccc(/C=N/Nc2ccc(Cl)nn2)c1	-9	99	0.6	1.3	2.7	14
46	CCCNC(=O)c1cc(S(=O)(=O)N2CCCCC2)c[nH]1	10	102	.	-5.0	-1.3	-2
49	COc1ccc(-n2c(C)nc3cc(C(=O)O)ccc32)cc1	13	89	0.5	0.4	1.0	387
45	NC(CO)c1cn([C@@H](CCC(=O)O)C(=O)N2CCNCC2)nn1 (some centres undefined)	10	106	1.8	1.1	0.0	3
47	COc1ccc(C(=O)NNC(=O)CNC(=O)C2CCCCC2)cc1	7	103	1.0	-1.4	4.5	-21
41	CCn1c2ccccc2c2cc(/C=N/NC(=O)c3ccccc3)ccc21	-16	110	2.6	4.8	2.5	18
43	COc1ccc(C(=O)N2CCN(CCc3ccccc3)CC2)cc1[N+](=O)[O-]	12	106	2.6	-0.8	2.5	-10

entry	Tat export inh	Arr AP2 block	PfHsp90 set2	OPRM1-OPRD1 ag	PKA-R1A activ
48	-2	-7	19	2.0	-3
46	-2	18	5	-1.9	-5
49	1	3	3	-2.4	-6
45	3	2	-1	-1.6	12
47	14	0	.	-1.4	-11
41	0	-12	-2	2.7	1
43	21	-7	-12	-2.4	-2

Source: PubChem
